# Pf growth 48h: P. falciparum growth inhibition at 48 hours (one generation). P. falciparum luciferase growth in erythrocytes, 48 h. Potency, µM (top dose mostly 28.7 µM), for inactives: at the top dose activity change, negative = inhibition, usual class: inhibitors. 310,000 compounds, 5.9% hits. AID 504832
#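 In quantitative HTS format, infected erythrocytes bearing luciferase-reporter parasites were treated for a single generation at 37 C. Luminescence after adding detection reagent served as the growth measure.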
# LmPK inh: LmPK (Leishmania mexicana) enzyme inhibition; Q27686; 290,000 compounds, 0.37% hits; AID 1721; Potency, µM (doses to about 57.5 µM), for inactives: top-dose activity change, negative = inhibition, actives largely listed as inhibitors; purified LmPK, Kinase-Glo ATP luminescence, 1 h
# Target sequence (Q27686 whole entry, looked up): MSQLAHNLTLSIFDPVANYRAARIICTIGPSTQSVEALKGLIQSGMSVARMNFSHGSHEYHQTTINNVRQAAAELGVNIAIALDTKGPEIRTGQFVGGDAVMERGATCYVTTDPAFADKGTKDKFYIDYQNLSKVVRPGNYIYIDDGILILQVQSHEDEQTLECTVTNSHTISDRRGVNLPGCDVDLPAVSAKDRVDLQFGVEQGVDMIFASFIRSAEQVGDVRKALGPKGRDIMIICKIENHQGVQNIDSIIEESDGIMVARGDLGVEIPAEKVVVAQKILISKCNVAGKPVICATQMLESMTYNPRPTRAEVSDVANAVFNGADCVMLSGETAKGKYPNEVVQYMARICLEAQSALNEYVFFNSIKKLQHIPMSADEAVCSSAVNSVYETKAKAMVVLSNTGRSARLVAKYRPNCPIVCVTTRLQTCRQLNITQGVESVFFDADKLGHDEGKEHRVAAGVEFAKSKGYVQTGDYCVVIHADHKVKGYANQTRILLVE
#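 Purified LmPK (0.1 nM) converted ADP (0.1 mM) to ATP with PEP (0.5 mM) in imidazole buffer pH 7.2 with KCl and MgCl2, 1 h at room temperature. ATP was read by Kinase-Glo luminescence; data normalized to uninhibited and no-enzyme controls.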
# Sm TGR inh: S. mansoni TGR enzyme inhibition; Q962Y6; purified TGR, DTNB reduction, TNB absorbance 405 nm; Potency, µM (top dose mostly 114 µM), for inactives: top-dose activity change, negative = inhibition, usual class: inhibitors; 360,000 compounds, 3% hits; note: nearly all actives have a fitted effect of over 60% in size
#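 First, TGR (20 nM dispensed) and NADPH were mixed with compound. Second, a 15 min room-temperature incubation followed. Third, further NADPH and then DTNB were added to start the reaction. Finally, TNB absorbance was monitored kinetically.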
# TbPYK inhibitor: inhibitors of Trypanosoma brucei pyruvate kinase; 410,000 compounds, 0.12% hits; TbPYK enzyme, Kinase-Glo Plus ATP luminescence, 45 min; Q57TT1; Potency, µM (titrated, usually from 76.8 µM), for the others: top-dose activity, negative = inhibition, most hits filed as inhibitors; note: nearly all actives have a fitted effect of over 50% in size
#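 Luminescent Kinase-Glo Plus end-point after 45 min room-temperature reaction of T. brucei pyruvate kinase started with 130 uM ADP (final). Buffer TEA 50 mM pH 7.2 with KCl, MgCl2, BSA, Tween-20; titration-based qHTS with fitted concentration-effect curves.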
# HCV inhibitor: HCV inhibition. Huh7.5.1 HCVcc-Cre infection, luciferase reporter, 44 h. Potency, µM (highest dose often 41.8 µM), without a hit: at the highest dose activity change, negative = inhibition, hits mostly inhibitors. 340,000 compounds, 3.4% hits. AID 651820
#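 Whole-lifecycle infectious HCVcc-Cre system; cells 1,000/well, compound then virus (~0.5 moi) added 4 h after plating, 44 h culture. Luciferase read 15 sec following 15 min substrate incubation, room temp.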
# Pf growth 96h: inhibits malaria parasite growth, 96 h. AID 504834. 320,000 compounds, 6.9% hits. Potency, µM (highest dose often 28.7 µM), without a hit: top-dose activity change, negative = inhibition, most hits filed as inhibitors. P. falciparum luciferase reporter growth, 96 h
#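 Plates of compound plus infected erythrocytes (2% hematocrit, 0.05% parasitemia final) incubate 96 hours, 37 C, 5% CO2. Detection reagent added; reduced luminescence from the parasites' luciferase reporter flags inhibition.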
# * marks the source's active call; other numbers are inactive results; ? = inconclusive; . = no result given; & = joins results of further samples; [ ] = remark or other dose. Calls come from the whole dose curve; as a rule, active = well fitted curve in the direction sought with a large enough effect; inconclusive = small, poorly fitted or top-dose-only effect, or another doubt; inactive = no such curve, though single readings can be large; an effect the other way counts as inactive or inconclusive. % is set by controls: 0 for no effect and ±100 for the full control effect; potency is the fitted concentration of half-maximal effect.
SMILES,Pf growth 48h,LmPK inh,Sm TGR inh,TbPYK inhibitor,HCV inhibitor,Pf growth 96h
O=C(CCn1c(=O)c2sccc2n(CC(=O)OCc2ccccc2)c1=O)NCc1ccco1,-6%,1%,-21%,-3%,-7%,66%[activator]
COc1cc(C=Nc2cccc(C)c2)c(O)c([N+](=O)[O-])c1,-5%,-9%,-14%,-10%,?,-7%
O=C(Nc1nnc(-c2ccco2)o1)c1ccc([N+](=O)[O-])s1,-23%,0%,28µM*,-10%,8.9µM*,12µM*
COc1cc(/C=N/n2c(-c3n[nH]c4c3CCC4)n[nH]c2=S)ccc1O,7%,-23%,1%,?,5%,4%
Fc1ccccc1CSc1ncnc2sc3c(c12)CCCC3,20%,-4%,1%,-2%,10%,104%[activator]
CCCn1c(N2CCC(Cc3ccccc3)CC2)nc2c1c(=O)[nH]c(=O)n2C,?,0%,3%,3%,?,-17%
CCNC(=S)Nc1ccc(Cl)c(C(F)(F)F)c1,1%,2%,-16%,4%,?,0%
Cc1ccc(S(=O)(=O)N2CCCC2C(=O)NCc2ccncc2)cc1 (configuration not stated),2%,-9%,?,9%,28%,?
CCc1ccccc1NC(=S)NN,16%,-4%,3%,.,.,4%
O=C(Nc1ncc(S(=O)(=O)c2ccc([N+](=O)[O-])cc2)s1)c1ccccc1F,1%,-5%,17%,-3%,-17%,10%
Cc1ccc(C(=O)Nc2ncc3c(Cl)cccc3n2)cc1,-12%,13µM*,13%,-19%,-25%,114%[activator]
CCOc1ccccc1N(CC(=O)N1CCc2ccccc2C1)S(C)(=O)=O,-33%,11%,-17%,-14%,11%,20%
CC(C)c1ccccc1NC(=O)c1cccnc1,11%,-4%,0%,-2%,-6%,30%
O=C(COc1ccc(Cl)cc1)Nc1nc(-c2cccs2)cs1,9%,3%,-3%,-10%,14%,19%
CC(=O)Nc1ccc(S(=O)(=O)N2CCC(C(=O)NCCC(=O)NCc3ccccc3)CC2)cc1,2%,4%,1%,-7%,5%,?
O=C(CNC(=O)c1ccc(Br)cc1)NCC(=O)OCC(=O)c1ccc(F)cc1,-5%,-9%,0%,4%,6%,-21%
CC1CCN(S(=O)(=O)c2ccc3c(c2)N(CC(=O)NCCCOC(C)C)C(=O)CO3)CC1,1%,9%,-8%&2%,-10%&-3%,-7%,6%
O=C1NC(CCc2ccccc2)C(=O)N1CCOc1cccc(Br)c1 (configuration not stated),41%[activator],-4%,-6%,6%,-8%,21%
CC1(C)Cc2c(cnn2-c2cccc(F)c2)C(NC(=O)CN2CCCC2=O)C1 (configuration not stated),-13%,-1%,-12%,3%,21%,?
C=CCN(c1ccc(C(=O)N2CCCC2)cc1)S(C)(=O)=O,-9%,0%,-4%,1%,0%,48%[activator]
COc1cccc(NC(=S)N(C)C2CCN(C)CC2)c1,15%,8%,2%,8%,11%,-5%
CCOC(=O)C1C(=O)NC(N2CCCCC2)=NC1c1ccccc1 (configuration not stated),-13%,-8%,-1%,.,9%,-10%
Cc1oc(CSCCSCc2cc(C(=O)O)c(C)o2)cc1C(=O)O,7%,2%,?,13%,18%,15µM*
COc1ccc2cc(CN(Cc3ccco3)C(=S)NCC3CCCO3)c(=O)[nH]c2c1 (configuration not stated),?,-11%,-27%[57.1 µM],-5%,12%,0%
Oc1ccccc1C=NCC(O)c1ccccc1 (configuration not stated),-7%,-13%,2%,-3%,10%,2%

# Remaining list, next part
SMILES,Pf growth 48h,LmPK inh,Sm TGR inh,TbPYK inhibitor,HCV inhibitor,Pf growth 96h
COC(=O)c1nn(C23CC4CC(CC(C4)C2)C3)c2c1C(=O)N(c1ccc(F)cc1)C2=O,30%[activator],1%,4%,6%,?,46%[activator]
Cc1cc(C)cc(C(=O)NCC(=O)N2CCN(c3cccc(Cl)c3)CC2)c1,1%,5%,15%,0%,?,-2%
COc1ccc(CC(=O)Nc2ccccc2C(=O)N2CCOCC2)cc1,13%,-1%,-4%,6%,26%,44%[activator]
CC1CCN(C(=O)CSc2nnc3ccc(-c4cccnc4)nn23)CC1,-27%,.,-4%,0%,-1%[8.37 µM],?
COc1cccc(-c2nc(CS(=O)(=O)CC(=O)NC3CCCc4ccccc43)c(C)o2)c1 (configuration not stated),.,8%,-33%,3%,11µM*,?
CCC(=O)N1CCN(c2ccccc2NC(=O)COc2ccccc2Cl)CC1,?,2%,6%,1%,3%,.
Fc1cccc(F)c1CN1CCN(c2ncccn2)CC1,-2%,-1%,-5%,-30%,3%,.
Cc1ccc(Nc2nc(C(=O)NCc3ccco3)cs2)cc1,?,-1%,-17%,0%,?,?
COc1ccc2nc(NC(=O)CCc3nc(C4=CCN(C)CC4)no3)sc2c1,?,-1%,0%,-7%,?,155%[activator]
Oc1ccc(N2CCN(C(=S)NCc3ccccc3)CC2)cc1,?,2%,-1%,0%,?,-20%
Cn1ccnc1/C(=N\NC(=O)c1ccccc1)c1cccc([N+](=O)[O-])c1,-12%,0%,-2%,6%,?,6%
COc1cc2c(=O)n(-c3ccc(C)cc3)c(=O)n(CC(=O)c3ccc4c(c3)OCO4)c2cc1OC,12µM*,11%,6%,-2%,0%&-15%,38%[activator]
N#CC1=C(N)N2C(=C(C#N)C1c1ccccc1)Sc1ccccc12 (configuration not stated),-2%,7%,-9%,.,?,0%
Cc1cc(NC(c2cccnc2)c2ccc3cccnc3c2O)no1 (configuration not stated),2.1µM*,3%,0%,26%,2.5µM*,4.1µM*
Cc1cc(S(=O)(=O)N2CCCOC2CNC(=O)C(=O)NCCCN2CCOCC2)ccc1F (configuration not stated),5%,-5%,0%,-11%,1%,18%
Cc1ccc2oc(-c3ccc(NC(=O)c4ccncc4)cc3O)nc2c1,51%[activator],7%,4%,5%,7%,13%
CN1Cc2ccccc2CC1CNCc1c(C(=O)N2CCCC2)nc2ccccn12 (configuration not stated),3%,13%,-14%,-9%,5%,-28%
N#CC(C#N)=C(N)c1cccnc1,6%,1%,.,-1%,4%,-1%
O=C(Nc1ccc2c(c1)oc1ccccc12)c1ccc2c(c1)OCO2,79%[activator],-1%,4%,4%,?,?
O=C(CN1C(=O)/C(=C\c2cccc(Br)c2)Oc2ccccc21)NCCCN1CCOCC1,?,1%,-8%,-14%,6.3µM*,?
Cc1ccc(CN2CCN(Cc3ccon3)CC2CCO)cc1 (configuration not stated),-2%,3%,2%,2%,12%,10µM*
O=C(c1cnn2c(C(F)(F)F)cc(-c3ccccc3)nc12)N1CCCCC1c1cccnc1 (configuration not stated),?,1%,.,2%,-15%,?
COc1ccc(N2CCN(C(CNC(=O)C(=O)NCc3cccs3)c3ccco3)CC2)cc1 (configuration not stated),?,-4%,-1%,-2%,-1%,-9%
NS(=O)(=O)c1ccc2nc(NC(=O)c3ccc4ncsc4c3)sc2c1,131%[activator],2%,6%,-5%,-23%,15%
CCOC(=O)N1CCC(NC(=O)c2ccc3c(c2)N(Cc2ccc(F)cc2)CCS3)CC1,4.7µM*,2%,-3%,-3%,18µM*,?

# Whole records as entered above. Values in the order: Pf growth 48h	LmPK inh	Sm TGR inh	TbPYK inhibitor	HCV inhibitor	Pf growth 96h
# Oc1ccc(N2CCN(C(=S)NCc3ccccc3)CC2)cc1 in the list: ?	2%	-1%	0%	?	-20%
# CN1Cc2ccccc2CC1CNCc1c(C(=O)N2CCCC2)nc2ccccn12 (configuration not stated) in the list: 3%	13%	-14%	-9%	5%	-28%
# CCOC(=O)N1CCC(NC(=O)c2ccc3c(c2)N(Cc2ccc(F)cc2)CCS3)CC1 in the list: 4.7µM*	2%	-3%	-3%	18µM*	?

# Further compounds.
SMILES,Pf growth 48h,LmPK inh,Sm TGR inh,TbPYK inhibitor,HCV inhibitor,Pf growth 96h
C/C(=N\NC(=O)CSc1nc(C)cc(C)n1)c1ccc2c(c1)OCCO2,7%,5%[11.5 µM],8%,-7%,-12%,?
OCC1(Cc2cccc(C(F)(F)F)c2)CCN(Cc2cc(F)cc(F)c2)CC1,?,4%,1%,0%,?,?
Cc1ccc(NC(=O)C2CCN(S(=O)(=O)c3ccc4ccccc4c3)CC2)nc1,95%[activator],.,1%,-6%,-7%,58%[activator]
CNC(=O)c1cc(S(=O)(=O)N2CC(C)OC(C)C2)ccc1N1CCCCC1 (configuration not stated),-18%,4%,0%,-1%,-9%,3%
Cc1ccnc(N2CCC(C(=O)NC3CCCCCC3)CC2)n1,-22%,1%,-2%,-2%,-8%,4%
c1ccc2c(c1)CCOC2CNCCCN1CCCCC1 (configuration not stated),?,5%,-13%,-6%,?,12µM*
C=CCn1c(SCc2ccc3c(c2)OCO3)nc2scc(-c3ccco3)c2c1=O,23%,3%,?,0%,-22%,11%
O=C(NCCOC(=O)c1cccs1)c1cccnc1,28%,-1%,-1%,3%,19%,?
CCOc1ccc(S(=O)(=O)Nc2ccc(C(=O)NN)cc2)cc1,-28%,0%,-6%,0%,-1%,-20%
CCOc1ccccc1NC(=O)CN1CCC(NC(=O)Nc2ccccc2)CC1,?,0%,0%,-3%,?,-4%
O=C(CSCc1ccccc1)NNc1c(F)c(F)cc(F)c1F,-20%,-6%,-17%,-6%,3%,-20%
Cc1ccc(CCNC(=O)Cn2cccc2)cc1,10%,-3%,50µM*,1%,-21%,-2%
C/C=C/C=C/C(=O)N1CC[C@]23c4ccccc4N[C@H]4N(C)c5cccc6c5[C@]42CCN([C@H]6C2OC2(C)C)[C@H]13 (some centres not stated),12µM*,5%,?,-16%,?,38%
CCC(Sc1nc(=O)cc(N)n1CCc1ccccc1)C(=O)Nc1ccccc1C#N (configuration not stated),?,-1%,10%,0%,-3%,.
COc1ccc(C(=O)O)cc1S(=O)(=O)Nc1cc(Cl)ccc1N1CCOCC1,?,.,-11%,1%,-22%,?
Cc1ccsc1C(=O)Nc1n[nH]c(C(F)(F)F)n1,-23%,-3%,-3%,8%,15%,23%
Cc1cc(C)c(C)c(S(=O)(=O)NC(C(=O)O)C(C)C)c1C (configuration not stated),13%,-3%,-2%,-12%,12%,12%
CSc1ccccc1NC(=O)Cn1nnc(-c2ccc(S(C)(=O)=O)cc2)n1,-2%,1%,6%,-11%,-10%,56%[activator]
O=C(CCNS(=O)(=O)c1ccccc1C(F)(F)F)NCCCc1ccccc1,13%,.,-6%,-3%,7%,2%
O=C(CSC(=S)N1CCOCC1)Nc1ccc(S(=O)(=O)Nc2ncccn2)cc1,4%,6%,-9%,1%,29%,12%
COC(=O)c1ccc2c(C)c(C(C)(C)O)[nH]c2c1,19%,-5%,-2%,3%,-26%,79%[activator]
CC1CN(Cc2nc3c(c(=O)n(C)c(=O)n3C)n2CCN2CCOCC2)CC(C)O1 (configuration not stated),-10%,0%,-16%,-10%,11%,3%

# A different layout for part of the listing above.
Cc1cc(NC(c2cccnc2)c2ccc3cccnc3c2O)no1 (configuration not stated)
  Pf growth 48h = 2.1µM*	LmPK inh = 3%	Sm TGR inh = 0%	TbPYK inhibitor = 26%	HCV inhibitor = 2.5µM*	Pf growth 96h = 4.1µM*
Cc1cc(S(=O)(=O)N2CCCOC2CNC(=O)C(=O)NCCCN2CCOCC2)ccc1F (configuration not stated)
  Pf growth 48h = 5%	LmPK inh = -5%	Sm TGR inh = 0%	TbPYK inhibitor = -11%	HCV inhibitor = 1%	Pf growth 96h = 18%
Cc1ccc2oc(-c3ccc(NC(=O)c4ccncc4)cc3O)nc2c1
  Pf growth 48h = 51%[activator]	LmPK inh = 7%	Sm TGR inh = 4%	TbPYK inhibitor = 5%	HCV inhibitor = 7%	Pf growth 96h = 13%
CN1Cc2ccccc2CC1CNCc1c(C(=O)N2CCCC2)nc2ccccn12 (configuration not stated)
  Pf growth 48h = 3%	LmPK inh = 13%	Sm TGR inh = -14%	TbPYK inhibitor = -9%	HCV inhibitor = 5%	Pf growth 96h = -28%
